APJ antagonist = antagonists of human APJ apelin receptor. CHO-K1 APJ beta-arrestin complementation, luminescence. hit rate 0.32% among 330,000. inhibition, % at 20 µM. P35414;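 active means inhibition above about 40% at 20 µM, limit read from the data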;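 further: cells challenged with 10 nM apelin-13 agonist together with compound; plate controls were apelin-13 plus DMSO wells for no effect and DMSO wells lacking apelin-13 for full effect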
Target sequence (P35414 whole entry, looked up): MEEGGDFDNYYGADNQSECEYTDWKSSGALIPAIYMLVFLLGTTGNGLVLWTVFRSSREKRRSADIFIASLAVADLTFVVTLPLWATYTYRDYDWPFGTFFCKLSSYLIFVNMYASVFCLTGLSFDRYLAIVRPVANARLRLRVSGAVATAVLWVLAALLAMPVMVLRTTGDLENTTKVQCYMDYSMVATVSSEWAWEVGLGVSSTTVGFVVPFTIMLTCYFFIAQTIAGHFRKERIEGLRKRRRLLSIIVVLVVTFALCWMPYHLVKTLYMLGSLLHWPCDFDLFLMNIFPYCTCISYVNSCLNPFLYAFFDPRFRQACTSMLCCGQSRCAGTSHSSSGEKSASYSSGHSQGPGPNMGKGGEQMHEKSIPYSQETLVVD
XBP1 UPR activ = adaptive UPR (XBP1) activation; hit rate 0.33% among 330,000; activation, % at 20 µM; CHO-XBP1 luciferase reporter, IRE1-XBP1 UPR activation, luminescence; percent of tunicamycin response, DMSO as zero;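 active means versus positive control, 20 µM dose yields 30% or more activation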;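 further: 100% = tunicamycin at 10 µg/mL and 0% = DMSO only wells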
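Signal: luciferase luminescence; Assay system: CHO-XBP1 luciferase reporter cells; Amount: one thousand reporter cells per well; Dosing: 20 µM single concentration, DMSO 1%; Benchmarks: high control tunicamycin 10 µg/mL final, low control DMSO vehicle only; Schedule: 6 h compound exposure at 37 °C, 5% CO2; Evaluation: percent activation relative to tunicamycin reference.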
tim10-1 inh = tim10-1 yeast growth inhibition; S. cerevisiae tim10-1 ts strain growth, BacTiter-Glo, 24 h; inhibition, % at 20 µM; hit rate 2.2% among 330,000;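 active means inhibition of at least 40%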;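 further: mutant grown at 25 °C; 0% = DMSO wells with yeast and 100% = wells holding no yeast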
tim23-1 inh = tim23-1 yeast growth inhibition; S. cerevisiae tim23-1 growth, BacTiter-Glo luminescence, 24 h; inhibition, % at 20 µM; hit rate 1.3% among 330,000;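 active means growth inhibition of the mutant yeast at or above 50%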;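 further: temperature-sensitive mutant grown at 25 °C; plate controls were DMSO-treated mutant yeast for no effect and medium wells lacking yeast for full effect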
TIM10 inh = inhibits growth of TIM10 yeast strain. S. cerevisiae TIM10 strain growth, BacTiter-Glo luminescence, 24 h. inhibition, % at 10 µM. hit rate 1.4% among 330,000. AID 463195;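 active means inhibition of 40% or more at the single tested concentration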;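 further: wild-type TIM10 isogenic control strain grown at permissive 25 °C; 0% = DMSO yeast wells and 100% = minimal medium wells without yeast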
Mdm2-MdmX inh = inhibitors of human Mdm2/MdmX interaction; SaOS-2 split-luciferase Mdm2/MdmX complementation, luminescence; inhibition, % at 8 µM; hit rate 3% among 330,000; AID 485346;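 active means inhibition of at least 50% at 8 µM in the primary screen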
APJ ag = activates the human apelin receptor APJ; AID 2520; hit rate 0.11% among 330,000; CHO-K1 APJ PathHunter beta-arrestin, luminescence; 0% DMSO wells, 100% apelin; activation, % at 20 µM; P35414;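 active means activation more than six SD over the plate average, tested at 20 µM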;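 further: 0% = DMSO alone and 100% = apelin-13 at 10 nM; some results filed as inactive read as strong as hits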
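Assay system: CHO-K1 cells stably expressing ProLink-tagged human APJ and arrestin–beta-gal acceptor. Compound dosing: 20 µM single point, 1% DMSO. Times: 16-18 h seeding, 90 min dark compound exposure, 60 min detection. Detection: beta-gal luminescence. Evaluation: APJ–arrestin association signal. Controls: negative DMSO alone, positive Apelin-13 at 10 nM.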
CXCR6 inh = blocks human CXCR6 beta-arrestin recruitment; AID 602244; hit rate 0.36% among 360,000; inhibition, % at 20 µM; CHO-K1 PathHunter CXCR6 beta-arrestin, luminescence; in the data active means inhibition above about 34%, passing the limit was not always enough;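 further: antagonist mode with CXCL16 agonist at 10 nM final; 0% = 10 nM CXCL16 with DMSO and 100% = unstimulated wells without agonist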
Target sequence (O00574 whole entry, looked up): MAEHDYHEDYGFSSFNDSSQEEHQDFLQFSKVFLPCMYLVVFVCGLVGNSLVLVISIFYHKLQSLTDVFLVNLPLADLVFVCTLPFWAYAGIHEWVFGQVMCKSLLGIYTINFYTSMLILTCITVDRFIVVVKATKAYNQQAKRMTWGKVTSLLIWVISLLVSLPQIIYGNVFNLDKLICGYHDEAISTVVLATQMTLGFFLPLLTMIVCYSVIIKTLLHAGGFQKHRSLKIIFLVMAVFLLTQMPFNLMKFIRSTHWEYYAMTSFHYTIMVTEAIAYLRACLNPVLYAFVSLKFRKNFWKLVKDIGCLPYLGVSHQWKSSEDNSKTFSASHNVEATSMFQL
CHOP UPR activ = apoptotic UPR (CHOP) activation; hit rate 0.34% among 330,000; activation, % at 10 µM; CHO-CHOP luciferase reporter, luminescence; percent of tunicamycin response over DMSO baseline;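 active means at 10 µM dose, activation of 40% or more, normalized to positive control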;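 further: 100% = tunicamycin at 10 µg/mL and 0% = DMSO alone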
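assay system = CHO CHOP reporter cells | amount = 500 CHO-CHOP cells per well | buffer or medium = F12 with 10% FBS | incubation = 16-18 h cell attachment, then 6 h compound exposure, 37 °C | detection = luminescence read with Steady-Glo | read-out = percent activation relative to tunicamycin control | controls = tunicamycin high control, DMSO low control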
* hit, by the source's call; / = no result given. Not all compounds are listed, so the mix of outcomes need not match the whole.

Molecule,APJ antagonist,XBP1 UPR activ,tim10-1 inh,tim23-1 inh,TIM10 inh,Mdm2-MdmX inh,APJ ag,CXCR6 inh,CHOP UPR activ
CCN=c1scc(-c2ccco2)n1/N=C/c1ccc(O)cc1,0,7,30,28,20,-50,-5,-9,4.8
CC1CCc2c(C(=O)NCCCN3CCOCC3)csc2C1 (stereo not drawn),5,-3,-11,8,-19,-3,-3,-6,0.1
Cc1ccc(NC(=O)CCNC(=O)Nc2ccccc2)cc1S(=O)(=O)N(C)C,-2,-2,-12,0,8,5,-5,-7,0.3
CC(CCc1ccccc1)NC(=O)C1CCN(c2nnc(-n3cccc3)s2)CC1 (stereo not drawn),7,-2,5,4,-5,-17,2,7,-0.7
COc1cccc2sc(NNC(=O)c3nc4ccccc4s3)nc12,-92,0,0,39,-96,59*,0,-11,2.3
Cc1cnc(=O)[nH]c1SCc1cccc([N+](=O)[O-])c1,7,-4,-10,4,7,8,-2,-2,-1.5
C/C(=N\Nc1ccccc1)c1cccc(N)c1,0,0,-1,8,1,-3,1,-3,9.1
O=C(c1ccccc1)N1N=C(c2ccccc2)CC1(O)C(F)(F)F (stereo not drawn),1,-4,10,26,-31,8,-1,0,0.2
COc1ccc(C(=O)N/C(=C\c2ccccc2)C(=O)Nc2ccc(C(=O)O)cc2)cc1,11,-1,9,6,-12,12,-3,-3,-2.7
Cc1ccc(S(=O)(=O)Nc2ccc3c(c2)nc(CCN2CCCCC2)n3C)cc1,31,1,-2,9,-1,10,-4,-3,-0.5
Cc1ccc(NC(=O)CNC(=O)Cc2cccc3ccccc23)nc1,-31,-2,-25,11,-12,8,0,-9,-0.7
O=C(c1cc(S(=O)(=O)N2CCOCC2)ccc1F)N1CCCc2ccccc21,-10,-3,11,11,-9,12,-3,2,-0.9
Cc1cc2c(cc1C)CSC(c1c(O)ccc3ccccc13)SC2,-32,13,17,-51,28,75*,9,-15,-1.3
O=c1[nH]c(CS(=O)(=O)c2ccccc2)nc2ccccc12,22,-3,-11,7,0,-15,-1,-6,0.3
COc1ccc(CCN=C(N)NS(=O)(=O)c2ccc(F)cc2)cc1,7,-1,13,6,0,-26,-2,-1,1.7
Cc1sc2ncn(Cc3ccccc3F)c(=O)c2c1C,8,2,26,35,15,8,-5,10,-1.7
Cc1cc(C)c2nc(C(F)(F)F)nc(NCCCN3CCCC3=O)c2c1,9,-2,24,21,19,33,-1,4,1.5
CC(=O)NC1C(=O)N=C(SCC(=O)NC(C)c2ccccc2)NC1=O (stereo not drawn),15,-2,3,-3,2,-20,6,4,-0.3
Cc1cccc(NC(=O)c2ccc3ccccc3n2)n1,4,6,27,27,4,-76,-2,3,0.6
COc1ccc(CC(=O)NCC(=O)NC(Cc2ccccc2)C(=O)O)cc1 (stereo not drawn),5,0,7,6,2,-6,-1,-1,1.3
N#Cc1c(C(F)(F)F)cc(-c2ccc(F)cc2)[nH]c1=O,-14,-2,-7,8,18,6,-3,-3,0.8
O=C(Nc1nnc(SCC(=O)N2CCCc3ccccc32)s1)c1ccc2ccccc2c1,5,0,10,17,-23,-33,0,2,4.8
CCNC(=S)N1CCN=C1Nc1nc(C)cc(C)n1,-1,-4,-1,-4,7,29,-3,1,1.6
O=S(=O)(Nc1ccccn1)c1cccs1,7,0,0,-6,6,-1,-2,2,0.1
O=C(c1ccccc1-c1nc2ccccc2[nH]1)N1CCOCC1,2,3,12,11,-9,14,1,0,-5.1
CCOC(=O)N1CCN(c2ccc(S(=O)(=O)N3CCOCC3)cc2[N+](=O)[O-])CC1,11,1,16,-11,14,5,-5,-3,-1.5
CC(Sc1nnnn1-c1ccccc1)C(=O)Nc1ccc(N2CCN(C)CC2)cc1 (stereo not drawn),-25,-1,-16,-37,-14,3,-4,-20,1.1
O=C(Cn1nc(Cc2cccnc2)c2ccccc2c1=O)Nc1ccc2c(c1)OCO2,0,-2,-16,-10,-18,6,0,3,4.8
CCN/N=C(\Cc1nc2ccccc2[nH]1)c1ccccc1,11,1,7,23,16,5,-4,12,2.3
COc1ccc(N(C(=O)CNC(=O)c2ccco2)C(C(=O)NCC2CCCO2)c2ccccc2)cc1 (stereo not drawn),-2,-4,-28,4,9,14,-1,0,0.6
Oc1ccc(Br)cc1/C=N/n1c(-c2ccccc2)n[nH]c1=S,-11,-3,46*,57*,22,9,-1,9,2.3
CCOC(=O)[C@H](CCc1ccccc1)N[C@H]1CCc2ccccc2N(CC(=O)O)C1=O,19,-10,-21,-7,7,-28,-7,-1,-0.4
CCOC(=O)C1C(=O)NC(N2CCCCC2)=NC1c1ccco1 (stereo not drawn),-2,-2,-15,-6,1,-13,-1,-1,0.3
CS(=O)(=O)NCCSCc1ccc(Cl)cc1,2,0,17,15,-3,18,0,-4,-2.4
COc1ccc2c(c1)C=C(CN1CCN(C(C)C)C(CCO)C1)CO2 (stereo not drawn),9,-1,-3,-9,-9,9,-6,2,0.4
CC(C)c1ccccc1OCCCCCN1CCOCC1,17,-1,-12,2,-8,4,-4,1,-0.6
CN(C)C(=O)CN1C(=O)NC2(CCc3ccccc32)C1=O (stereo not drawn),18,-2,-20,0,0,7,-3,-6,0.1
N#Cc1ccsc1NC(=O)c1cccc(-n2cnnn2)c1,13,-1,-1,4,-13,-8,-2,-3,0.7
COc1ccc(CCN2CC(C(=O)NCCc3cccnc3)CCC2=O)cc1 (stereo not drawn),-10,-4,-12,-8,2,6,-6,-3,1.8
Cc1ccc(C)c(N(CC(=O)Nc2ccccc2C(=O)NCc2ccco2)S(=O)(=O)c2ccccc2)c1,2,-3,30,26,12,17,0,-10,3.1
CN(C)n1cnc2ccsc2c1=O,0,-2,-7,-7,7,-2,-4,-2,-0.3
O=C(NCc1ccccc1Cl)C1CCCN1S(=O)(=O)c1ccccc1F (stereo not drawn),9,1,5,17,-1,16,-2,1,1.5
COc1ccc(OC)c2sc(N(CCCN(C)C)C(=O)CCS(=O)(=O)c3ccccc3)nc12,39,-10,27,23,22,82*,0,62*,-9.0
NC[C@@H]1O[C@H](C23CC4CC(CC(C4)C2)C3)Cc2c1ccc(O)c2O,/,-2,25,10,11,42,/,0,1.5
CCn1cnc2cc(NCc3nc4ccccc4n3C)ccc21,-41,-2,5,25,27,-93,13,-3,-1.0
O=C(CCN1CCN(c2ccc(F)cc2)CC1)Nc1ccc(F)cc1,6,-2,-9,0,-4,22,2,4,-0.6
N/C(=N/S(=O)(=O)c1ccccc1)c1cccc([N+](=O)[O-])c1,-11,0,-4,15,4,14,0,-19,2.1
CCNC(=O)n1nccc1C(C)Oc1cccc(C(F)(F)F)c1 (stereo not drawn),0,0,18,5,11,-37,0,-6,-0.8
CCC(=O)Nc1ccccc1N1CCN(c2ccc(F)cc2)CC1,23,-2,24,17,0,-22,-6,1,0.1
O=c1c2cc(Br)cc(Br)c2oc2nc3n(c(=O)c12)CCCS3,-17,4,1,24,4,-15,0,/,-1.0
C=CCn1c(SCC(=O)NNC(=S)Nc2ccccc2)nnc1-c1ccccc1,23,0,12,9,-10,-40,-3,13,-0.5
Cc1ccc2nsnc2c1NC(=O)Cc1ccc(Cl)cc1,45*,-1,-1,-16,-17,-15,-5,8,3.3
Cc1ccc(NS(=O)(=O)c2ccc(OCC(=O)NCc3ccco3)cc2)cc1,-5,-1,-11,-3,-17,13,0,1,-1.6
CCCC(C)NC(=O)c1sc2nc3n(c(=O)c2c1C)CCC3 (stereo not drawn),18,5,-3,7,2,6,-1,3,1.6
Cc1ccc(OC(C)C)c(CN(CCO)CCO)c1,-20,-1,-16,-11,-4,13,-3,-1,-0.8
Cc1ccc2c(c1)C=CC(C)N2C(=O)c1ccccc1 (stereo not drawn),6,0,12,8,18,11,1,1,-0.5
CCN(CCO)C(=O)CC(c1ccccc1)c1cc(Br)ccc1O (stereo not drawn),9,-1,5,6,-4,16,-2,-4,-0.9
Cc1ccc2c(Cl)c(C)c(N3CCCC3)nc2n1,-6,-1,19,49,12,-10,2,5,14
COc1cc(C2NC(C(=O)O)Cc3c2[nH]c2ccccc32)cc(OC)c1OC (stereo not drawn),6,-3,-6,1,-9,8,-5,8,0.2
Cc1ccc(S(=O)(=O)NCC(=O)N2CCN(S(=O)(=O)c3ccc(Cl)cc3)CC2)cc1C,-1,3,8,12,8,28,-6,2,0.7
COc1ccc(Cl)cc1S(=O)(=O)N1CCCC(C(=O)NCc2ccccn2)C1 (stereo not drawn),6,-3,1,0,1,16,-3,2,-2.3
CCC1CCC(N2CCN(c3ccc([N+](=O)[O-])cc3)CC2)CC1 (stereo not drawn),2,0,-37,-76,-101,-5,0,9,1.4

Source: PubChem
